Screening data deposited in PubChem BioAssay by Sanford-Burnham Center for Chemical Genomics.
UPR CHOP act: apoptotic UPR (CHOP) activation; activation, % at 10 µM; AID 449763; actives 0.34% (n = 330,000); CHO-CHOP luciferase reporter, luminescence; percent of tunicamycin response over DMSO baseline;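 active = at 10 µM dose, activation of 40% or more, normalized to positive control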;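 note: 100% = tunicamycin at 10 µg/mL and 0% = DMSO alone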
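Evaluation: % reporter activation, DMSO baseline versus tunicamycin full activation; System: CHO-CHOP luciferase reporter cell line; Input: 500 cells/well; Incubation: 6 h compound treatment, 37 °C; Measured by: Steady-Glo luciferase luminescence; Dosing: one dose, 10 µM in 0.5% DMSO; Buffer or medium: F12 medium, 10% FBS; Benchmarks: positive tunicamycin 10 µg/mL, negative DMSO alone.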
697 NFkB inh: inhibitors of the PMA/ionomycin-induced NF-kB reporter in 697 B cells; 697 B-cell NF-kB luciferase reporter, 16 h; inhibition, % at 4 µM; actives 0.33% (n = 330,000); AID 435022; in the data active = inhibition above about 35%
Mdm2 MdmX PPI: inhibitors of human Mdm2/MdmX interaction; O15151+Q00987; AID 485346; SaOS-2 split-luciferase Mdm2/MdmX complementation, luminescence; inhibition, % at 8 µM; actives 3% (n = 330,000);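 active = inhibition of at least 50% at 8 µM in the primary screen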
Jurkat NFkB inh: inhibitors of the PMA/ionomycin-induced NF-kB reporter in Jurkat cells; PMA/ionomycin-induced NF-kB luciferase reporter, luminescence; inhibition, % at 4 µM; actives 0.53% (n = 330,000); in the data active = inhibition above about 50%
APJ antagonist: antagonists of human APJ apelin receptor; inhibition, % at 20 µM; P35414; CHO-K1 APJ beta-arrestin complementation, luminescence; actives 0.32% (n = 330,000);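 active = inhibition above about 40% at 20 µM, limit read from the data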;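 note: cells challenged with 10 nM apelin-13 agonist together with compound; plate controls were apelin-13 plus DMSO wells for no effect and DMSO wells lacking apelin-13 for full effect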
Target sequence (P35414 whole entry, looked up): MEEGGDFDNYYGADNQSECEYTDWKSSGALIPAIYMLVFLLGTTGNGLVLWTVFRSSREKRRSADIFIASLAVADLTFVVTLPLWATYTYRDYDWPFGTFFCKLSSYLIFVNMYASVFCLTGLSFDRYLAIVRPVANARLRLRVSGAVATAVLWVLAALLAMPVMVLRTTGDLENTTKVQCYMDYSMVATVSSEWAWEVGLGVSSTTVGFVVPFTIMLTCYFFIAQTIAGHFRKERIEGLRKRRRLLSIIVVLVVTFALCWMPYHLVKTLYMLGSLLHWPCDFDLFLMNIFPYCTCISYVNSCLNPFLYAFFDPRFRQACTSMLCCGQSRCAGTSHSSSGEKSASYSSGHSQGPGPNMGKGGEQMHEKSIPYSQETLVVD
tim23-1 inh: inhibits growth of tim23-1 mutant yeast | S. cerevisiae tim23-1 growth, BacTiter-Glo luminescence, 24 h | inhibition, % at 20 µM | actives 1.3% (n = 330,000);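 active = growth inhibition of the mutant yeast at or above 50%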;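 note: temperature-sensitive mutant grown at 25 °C; plate controls were DMSO-treated mutant yeast for no effect and medium wells lacking yeast for full effect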
UPR XBP1 act: adaptive UPR (XBP1) activation. activation, % at 20 µM. actives 0.33% (n = 330,000). CHO-XBP1 luciferase reporter, IRE1-XBP1 UPR activation, luminescence; percent of tunicamycin response, DMSO as zero;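 active = versus positive control, 20 µM dose yields 30% or more activation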;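 note: 100% = tunicamycin at 10 µg/mL and 0% = DMSO only wells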
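Material: CHO cell line with stable XBP1 luciferase reporter; schedule: 16-18 h cell attachment at 37 °C, then 6 h compound exposure; signal: glow luminescence from Steady-Glo reagent; medium: serum-containing F12 medium, 10% FBS; benchmarks: tunicamycin 10 µg/mL and vehicle-only wells; read-out: percent activation relative to tunicamycin reference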
APJ ag: activates the human apelin receptor APJ; P35414; CHO-K1 APJ PathHunter beta-arrestin, luminescence; 0% DMSO wells, 100% apelin; activation, % at 20 µM; actives 0.11% (n = 330,000); AID 2520;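 active = activation more than six SD over the plate average, tested at 20 µM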;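 note: 0% = DMSO alone and 100% = apelin-13 at 10 nM; some results filed as inactive read as strong as hits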
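Material: CHO-K1 APJ beta-arrestin complementation cell line; Input: cell density 1000 per well; Incubation: compound stimulation 90 min at 25 °C, detection 60 min; Signal: luminescence from split beta-galactosidase complementation, Galacton Star/Emerald II substrate; Controls: DMSO-only wells as negative, 10 nM Apelin-13 as positive control.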
The depositor's hits bear a star.

Each structure is followed by: UPR XBP1 act, 697 NFkB inh, Jurkat NFkB inh, APJ antagonist, APJ ag, tim23-1 inh, Mdm2 MdmX PPI, UPR CHOP act
1	CCOc1cc(C(=O)Nc2cc(OC)cc(OC)c2)ccc1OCC(=O)N1CCOCC1
    0, 14, -3, 7, -1, 0, -5, 0.0
2	CC1CN(S(=O)(=O)c2ccc(C(=O)Nc3ccc(S(=O)(=O)Nc4nccs4)cc3)cc2)CC(C)O1 (stereo not drawn)
    -3, -24, 8, 2, 0, 14, 3, -1.3
3	Cn1c(SCc2ccccc2C#N)nc2ccccc2c1=O
    4, -19, -18, 15, -1, 22, -10, 1.8
4	Nc1cccc2[nH]c(C(F)(F)F)nc12
    -1, 5, 12, -19, 2, -12, -1, -0.4
5	CCOC(=O)CSC(=S)NC(=O)c1ccc(OC)cc1
    1, -13, -12, 4, 1, 38, -37, 4.2
6	Cc1ccc(-c2csc(NC(=O)CSc3nc4ccccc4c(=O)n3CCCN(C)C)n2)cc1
    4, -13, -5, 5, -3, 46, 49, 4.0
7	O=C1C(SC(F)(F)C(F)F)=C(C(F)(F)F)OC2C3C=CC(C3)C12 (stereo not drawn)
    -3, 0, -13, -8, -7, -5, 18, -1.9
8	Cc1ccc(NC(=S)NC(=O)C2CCCCC2)c(Br)c1
    7, -147, -94, 20, -7, 47, -118, 6.1
9	COc1cc(/C=C2/CC/C(=C/c3ccc(O)c(OC)c3)C2=O)ccc1O
    3, 36*, 4, 2, -6, 3, 31, 0.4
10	COC(=O)C(NS(=O)(=O)c1ccccc1Cl)c1ccccc1 (stereo not drawn)
    2, -26, -12, -1, -2, 12, -17, -2.6
11	CCOc1cc(/C=C/C(=O)N(CC)CC(=O)NCc2cccs2)cc(Cl)c1OC
    -1, 22, 10, 9, -7, 24, 25, 5.0
12	CSCCC1NC(=O)N(CC(=O)Nc2ccc(Cl)c(S(=O)(=O)N3CCOCC3)c2)C1=O (stereo not drawn)
    -2, 4, -12, 2, 2, -11, 11, -0.9
13	CC12CCC(=O)C=C1CCC1C2C(O)CC2(C)C1CCC2(O)C(=O)CO (stereo not drawn)
    -5, 13, 9, 9, -2, -3, 4, -2.9
14	Cc1c(C(=O)O)nnn1-c1ccccc1
    -3, -12, -2, -5, 2, -3, -9, -3.6
15	CSc1ccccc1N=Cc1nc(-c2ccccc2)oc1O
    7, -13, -30, 17, -3, 17, -48, 0.1
16	Nc1nc(COc2ccc(F)cc2Cl)nc(N2CCCCC2)n1
    -4, 3, 0, -8, -2, 39, 14, -1.2
17	CC(=O)N(Nc1ccccc1)c1ccccc1
    0, 3, 4, -12, -6, 6, -18, 0.2
18	Cc1cccc(NC(=O)CN2CCOCC2)c1C
    -5, -1, 1, 7, -3, 12, 15, 2.8
19	Cc1ccc(C(O)P(=O)(OCCC(C)C)c2ccc(N(C)C)cc2)cc1 (stereo not drawn)
    -8, -9, 8, 13, -4, 34, 25, 0.2
20	Cc1ccc(NC(=O)c2ccc(-n3cccn3)c([N+](=O)[O-])c2)cc1
    1, 15, -15, 10, 0, 12, -9, 1.3

Full records from above. Order of screens: UPR XBP1 act	697 NFkB inh	Jurkat NFkB inh	APJ antagonist	APJ ag	tim23-1 inh	Mdm2 MdmX PPI	UPR CHOP act
Entry for Cc1ccc(NC(=O)c2ccc(-n3cccn3)c([N+](=O)[O-])c2)cc1 : 1	15	-15	10	0	12	-9	1.3
Entry for CC1CN(S(=O)(=O)c2ccc(C(=O)Nc3ccc(S(=O)(=O)Nc4nccs4)cc3)cc2)CC(C)O1 (stereo not drawn) : -3	-24	8	2	0	14	3	-1.3

Continued.
Each structure is followed by: UPR XBP1 act, 697 NFkB inh, Jurkat NFkB inh, APJ antagonist, APJ ag, tim23-1 inh, Mdm2 MdmX PPI, UPR CHOP act
21	CCN(CC)C(=O)C1c2ccccc2Oc2ccccc21
    -4, -5, 4, 3, -2, 12, 1, -0.6
22	CCN(CC)C(=O)Cn1c(=O)n(C)c2ccccc21
    -1, 15, 10, 10, 2, -8, 11, -2.0
23	CCCCN1C(=S)NC[C@@H]1Cc1ccccc1
    1, -25, -4, -21, 3, 29, 7, -0.1
24	COc1ccc(/C=C/C(=O)OCC(=O)Nc2ccc3c(c2)OCO3)cc1
    0, 7, 1, 2, -3, -6, -5, -1.8
25	CC1CCCC(NC(=S)NC(=O)c2ccco2)C1C (stereo not drawn)
    0, -8, -5, -9, -4, 46, 22, -0.6
26	CCOc1ccc(N=Nc2cc(C(C)C)ccc2O)cc1
    -1, -7, -17, 7, -4, 13, -16, 3.5
27	CC(=O)N1CCc2c(sc(NC(=O)CS(=O)(=O)c3ccc(F)cc3)c2C(N)=O)C1
    -2, 6, 6, 10, -3, 16, 7, 2.4
28	O=C(CSc1nccn(-c2ccc(Br)cc2)c1=O)Nc1ccccc1F
    -4, -1, 3, -81, 0, 14, 15, 0.5
29	CN(CCO)c1ncnc2nc[nH]c12
    1, 14, -5, 5, -2, 6, -29, 0.9
30	Cc1nc(CC(=O)NNS(=O)(=O)c2ccc3ccccc3c2)cs1
    -2, 3, 3, 5, -2, 8, 13, 0.7
31	C/C(=N/NC(=O)CNC(=O)c1ccco1)c1ccc(Cl)cc1
    -3, 2, -17, -31, -2, 13, 9, -0.4
32	CC(=O)Nc1ccc(S(=O)(=O)N(C)CC(=O)OCC(=O)c2cc(C)n(-c3ccc4c(c3)OCO4)c2C)cc1
    1, -13, 2, -2, 3, -4, 19, -0.2
33	CC(C)c1ccccc1NC(=O)COC(=O)c1cc(=O)[nH]c(=O)[nH]1
    1, 2, 9, 9, -3, -5, -2, 0.4
34	Cc1cccc(N2CC(C(=O)Nc3ccc4c(c3)OCO4)CC2=O)c1C (stereo not drawn)
    -5, 4, 0, 8, -2, 3, 4, -0.3
35	COc1ccc2c(c1)CCc1c(C(=O)NCCCn3ccnc3)noc1-2
    1, -6, -6, -6, -4, 3, -1, 0.1
36	Cc1ccc(NS(=O)(=O)c2ccc3c(c2)n(C)c(=O)c(=O)n3C)c(C)c1
    -4, -38, -3, 7, -3, 13, -13, 2.5
37	CCN1CCN(S(=O)(=O)c2ccc(Cl)c(C(=O)N(C)Cc3ccc(Cl)cc3Cl)c2)CC1
    -7, 10, -8, -21, -3, -7, 41, 1.4
38	COc1ccc(NC(=O)NCCc2cccc(Cl)c2)cc1OC
    1, -2, -9, -8, -1, -8, -9, 3.6
39	COc1ccc(Nc2nnc(SCC(=O)Nc3ccc4[nH]c(=O)[nH]c4c3)s2)cc1
    -4, 5, 0, -13, -3, 1, -21, 0.6
40	O=C(Nc1ccc(F)cc1)C1CCN(S(=O)(=O)c2ccc3[nH]c(=O)oc3c2)CC1
    -2, -16, 2, 2, 9, -7, 29, 1.4

4 compounds out of the list above, sorted by the number in Mdm2 MdmX PPI, descending:
entry | SMILES | UPR XBP1 act | 697 NFkB inh | Jurkat NFkB inh | APJ antagonist | APJ ag | Mdm2 MdmX PPI
33 | CC(C)c1ccccc1NC(=O)COC(=O)c1cc(=O)[nH]c(=O)[nH]1 | 1 | 2 | 9 | 9 | -3 | -2
1 | CCOc1cc(C(=O)Nc2cc(OC)cc(OC)c2)ccc1OCC(=O)N1CCOCC1 | 0 | 14 | -3 | 7 | -1 | -5
26 | CCOc1ccc(N=Nc2cc(C(C)C)ccc2O)cc1 | -1 | -7 | -17 | 7 | -4 | -16
15 | CSc1ccccc1N=Cc1nc(-c2ccccc2)oc1O | 7 | -13 | -30 | 17 | -3 | -48

(continued)
Each structure is followed by: UPR XBP1 act, 697 NFkB inh, Jurkat NFkB inh, APJ antagonist, APJ ag, tim23-1 inh, Mdm2 MdmX PPI, UPR CHOP act
41	CCCC(=O)Nc1nnc(-c2ccc(Cl)s2)o1
    -1, 13, -2, 8, -3, 14, 26, 3.1
42	Cc1ccc2c(CN3CCN(S(=O)(=O)c4ccc5c(c4)OCCO5)CC3)cc(=O)oc2c1C
    -3, 11, 18, 3, 0, 29, 11, 1.9
43	Cc1ccccc1C(=O)c1c[nH]c(C(=O)NCc2cccs2)c1
    -1, -11, 8, 17, 0, -13, 20, 0.0
44	Nc1nc(SCC(=O)Nc2ccc(C(F)(F)F)cc2)[nH]c(=O)c1NC(=O)c1ccc(F)c(F)c1
    5, 3, 0, 7, -4, -5, 6, -3.1
45	CCOc1ccc2oc(C(=O)OCC(=O)NC(=O)NC)c(C)c2c1
    0, 1, -5, -19, 0, -17, 9, 2.4
46	O=C(CCc1ccccc1)N1CCN(c2ccc(F)cc2)CC1
    -1, 11, 6, -9, -1, 21, -9, 0.5
47	CN1C(=O)/C(=C/c2cn(CC(=O)N3CCCCC3)c3ccccc23)c2ccccc21
    -1, 13, -1, 16, -5, 35, 52*, -4.4
48	CCN(CC)CCCN(C(=O)c1ccco1)c1nc(-c2ccc(Cl)cc2)cs1
    -1, -4, -2, -9, 2, 17, 46, -1.4
49	CCCc1cc(=O)[nH]c(SCC(=O)Nc2cccc(S(=O)(=O)N3CCCCC3)c2)n1
    1, -3, -12, 8, -2, -6, 2, -0.2
50	Cc1ccc(NC(=O)CCl)c(C)c1
    -7, 19, 17, -3, -1, 30, 28, -1.2
51	O=C(Cc1ccccc1)NCC(=O)Nc1cccc(Cl)c1
    -2, 13, 19, -1, -3, -18, 13, -1.2
52	Cc1ccc(S(=O)(=O)N2CCN(C(=O)COC(=O)Cc3ccc(Cl)cc3)CC2)c(C)c1
    -2, 12, -4, 12, -3, 36, 33, 0.4
53	Cc1ccc(NC(=O)CN2C(=O)NC3(CCCCCCC3)C2=O)cc1C
    1, -17, -10, -5, -4, 1, -15, 1.4
54	O=C(CNC(=O)c1cccs1)NCC(=O)OCc1ccccc1Br
    -1, 23, -5, 14, -2, -6, 27, 2.0
55	O=C(O)c1ccccc1N1C(=O)c2cccc3cccc(c23)C1=O
    -2, 16, 4, -20, -3, -1, 27, -1.7
56	O=C(O)c1ccc2c(=O)n3c(nc2c1)/C(=C/c1cccc(Cl)c1Cl)CCCC3
    -4, -13, -19, -4, 0, 13, -8, 2.8
57	CC(=O)c1c(C)[nH]c(C(=O)OCC(=O)NCc2ccc3c(c2)OCO3)c1C
    -3, 4, 4, -1, 2, -7, 34, 1.7
58	O=c1cc(-c2ccccc2[N+](=O)[O-])oc2ccccc12
    2, -7, 16, 10, 0, 8, 18, -0.7
59	COc1cccc(-n2c(Cc3cc(=O)[nH]c(=O)[nH]3)nnc2SCC(=O)N2CCCCC2)c1
    -1, 12, -9, -9, -3, -4, 13, -1.3
60	COc1ccc(-c2cc(C(=O)N/N=C/c3cccnc3)c3ccccc3n2)cc1
    0, -27, 5, -11, -4, 34, 15, 3.3
61	Cc1cc(C(=O)NCC(c2ccco2)N(C)C)ccc1[N+](=O)[O-] (stereo not drawn)
    -2, -11, 17, -6, 1, 13, 5, -0.2
62	CCN=C(NCC)SC1CC(=O)N(CCc2ccccc2)C1=O (stereo not drawn)
    0, 2, -16, -12, -1, 15, 0, -1.6
63	O=C(C(=O)N1CCCc2ccccc21)c1c[nH]c2ccccc12
    1, -22, 9, 3, 0, 36, -13, 1.5
